Assay outcomes (PubChem)
ERAP1 inh: human ERAP1 aminopeptidase inhibitors, primary screen, biochemical, single point, plate reader | Endoplasmic reticulum aminopeptidase 1 (Homo sapiens), Q9NZ08 | recombinant ERAP1, Leu-AMC fluorescence, 60 min | inhibition, % at 10.7 µM | 340,000 tested, 0.15% active | AID 652197, 2013;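 active = mean replicate inhibition of at least 30%, or all replicates individually reaching that 30% level; inactive = mean below 30% and not every replicate reaching it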;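 also: 0% = neutral control wells and 100% = L-leucinethiol positive control wells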
RAD52 inh: RAD52 DNA annealing inhibitors, primary screen, biochemical, FRET, single point, set 2; DNA repair protein RAD52 homolog (Homo sapiens), P43351; recombinant RAD52 DNA annealing, FRET fluorescence; inhibition, % at 18.7 µM; 360,000 tested, 0.46% active;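 active = every replicate showing at least 50% inhibition; inconclusive = mean inhibition at least 50% but not in every replicate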
Target sequence (P43351 whole entry, looked up): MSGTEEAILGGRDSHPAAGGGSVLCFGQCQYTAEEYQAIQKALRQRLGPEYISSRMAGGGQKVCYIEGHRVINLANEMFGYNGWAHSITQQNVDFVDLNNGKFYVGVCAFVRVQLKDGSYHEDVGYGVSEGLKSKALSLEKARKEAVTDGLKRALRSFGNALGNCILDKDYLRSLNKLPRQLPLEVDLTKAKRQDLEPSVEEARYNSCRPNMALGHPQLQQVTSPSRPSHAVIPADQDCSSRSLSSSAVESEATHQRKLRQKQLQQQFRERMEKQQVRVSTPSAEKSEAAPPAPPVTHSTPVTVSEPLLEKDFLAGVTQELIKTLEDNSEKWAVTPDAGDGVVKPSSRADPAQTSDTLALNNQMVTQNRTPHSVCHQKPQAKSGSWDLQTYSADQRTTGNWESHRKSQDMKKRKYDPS
RAD54 inh: inhibitors of human RAD54 branch migration, primary screen, biochemical, fluorescence, single point. DNA repair and recombination protein RAD54-like (Homo sapiens), Q92698. RAD54 Holliday junction branch migration, FAM/BHQ fluorescence. inhibition, % at 10.4 µM. 360,000 tested, 0.14% active;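 active = mean normalized replicate activity at least 40 and at least half of replicates scoring 40 or more; inconclusive = only one of the two criteria met; inactive = mean below 40 and under half of replicates reaching 40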;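 also: 0% = median of neutral control wells and 100% = median of positive control wells; inhibitors cause a drop in the FAM fluorescence signal; in these data hits start at about 50%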
E-selectin induc: E-selectin induction in HUVECs, primary screen, imaging, HUVEC, immunofluorescence imaging, single point | P16581 | normalized: neutral wells 0, TNF-alpha wells 100 | activation, % at 7.58 µM | 260,000 tested, 0.37% active;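 active = mean E-selectin-positive cell signal at least 10% of the positive control, reached in at least 60% of replicates, without over 20% cell loss; inconclusive = no rule given, readout overlaps actives, possibly toxicity-flagged; inactive = the rest, including those meeting only one limit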;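 also: in these data hits start at about 27%; measured in HUVEC primary endothelial cells; signal is the percent of cells scored E-selectin positive by PE staining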
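System: HUVEC / Compound: single concentration / Signal: immunofluorescence imaging / Read-out: percent E-selectin-positive cells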
XiGFP reactiv: activators of inactive X chromosome reactivation, primary screen, imaging, XiGFP fibroblasts, GFP high-content imaging, set 2 | XiGFP mouse fibroblasts, % GFP-positive cells imaging, 3 d; cells co-treated with 5-aza-dC sensitizer; scaled so ellipticine positive control = 100% | activation, % at 7.58 µM | 360,000 tested, 0.055% active | AID 743238, 2013;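 active = mean normalized replicate activation at least 10% and every replicate at or above 10%; inconclusive = only one of the two criteria met; inactive = mean below 10% and not all replicates reach 10%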;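 also: 0% = median of on-plate neutral control wells and 100% = ellipticine 6 µM median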
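System: XiGFP fibroblasts, SV40-immortalized. Medium: DMEM plus 5-aza-dC sensitizer. Doses: single point. Timing: 3 d treatment, 15 min room-temperature fixation. Control set: ellipticine 6 µM.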
S100A4 inh HTS: inhibitors of S100A4-myosin IIA peptide binding, primary screen, biochemical, fluorescence polarization, TAMRA-MyoIIA peptide; Protein S100-A4 (Homo sapiens), P26447; inhibition, % at 10.7 µM; 360,000 tested, 0.14% active;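 active = mean inhibition of at least 70% across replicates, with every replicate also reaching that level; inconclusive = mean inhibition reaches 70% but some replicates fall short; inactive = mean inhibition below 70%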
Target sequence (P26447 whole entry, looked up): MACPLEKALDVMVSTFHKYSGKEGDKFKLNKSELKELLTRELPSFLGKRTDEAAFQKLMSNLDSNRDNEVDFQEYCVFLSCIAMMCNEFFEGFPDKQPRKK
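Test system: S100A4 monomer protein; Medium: HEPES pH 7.2 with CaCl2, KCl, NaCl, DTT, Triton; Probe or stimulus: TAMRA-labelled myosin IIA heavy-chain peptide probe, 5 nM; Doses: one dose per compound; Times: polarization read 5 min after assay mix addition, stable 5–60 min; Benchmarks: neutral control DMSO, positive control TFP.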
ERp5 inh: inhibitors of ERp5-driven insulin aggregation, primary screen, biochemical, turbidity, absorbance 650 nm, single point; 90 min; inhibition, % at 9.99 µM; 350,000 tested, 0.05% active;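 active = mean replicate inhibition above about 25%, with every replicate also reaching it, limit read from the data, passing the limit was not always enough; inconclusive = only one of those two criteria met; inactive = neither criterion met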
Target sequence (Q15084 whole entry, looked up): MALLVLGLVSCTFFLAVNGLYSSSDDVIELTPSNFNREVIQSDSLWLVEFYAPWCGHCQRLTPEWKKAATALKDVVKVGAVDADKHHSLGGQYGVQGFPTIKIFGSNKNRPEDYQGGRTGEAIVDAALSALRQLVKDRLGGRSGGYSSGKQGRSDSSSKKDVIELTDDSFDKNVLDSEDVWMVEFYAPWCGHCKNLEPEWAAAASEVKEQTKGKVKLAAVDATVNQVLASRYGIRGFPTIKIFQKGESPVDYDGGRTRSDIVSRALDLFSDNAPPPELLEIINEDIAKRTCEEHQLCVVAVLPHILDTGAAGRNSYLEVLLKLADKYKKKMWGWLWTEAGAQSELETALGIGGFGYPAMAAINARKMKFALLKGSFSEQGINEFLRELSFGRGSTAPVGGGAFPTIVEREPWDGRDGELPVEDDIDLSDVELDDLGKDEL
esBAF inh: Bmi1 luciferase reporter increase in mESCs, primary screen, esBAF inhibitor project, mouse ES cells, Bmi1 luciferase knock-in, single point; 24 h; 100% = twice the neutral-well signal; reporter increase, % at 12.5 µM; 350,000 tested, 2% active; in the data active = activation above about 40%; inconclusive = no clear call, values can overlap the other calls;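 also: 0% = median of the plate's neutral control wells and 100% = double that signal; a rise in the Bmi1 reporter signal indicates esBAF inhibition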
The depositor's hits bear a star; ? = inconclusive; . = not tested or not shown.

SMILES	ERAP1 inh	RAD52 inh	RAD54 inh	E-selectin induc	XiGFP reactiv	S100A4 inh HTS	ERp5 inh	esBAF inh
CCCOc1ccc(/C=N/NC(=O)CN2CCCCC2)cc1	-1	-5	4	0.2	0.2	2	1	-4
CC(C)/C=C/CN1CCN(CCCc2ccccc2)C(CCO)C1 (configuration not stated)	-3	-14	1	.	0.1	0	2	-10
Cc1sc(NC(=O)CS(=O)(=O)c2ccccc2)c(C#N)c1C	1	-13	-19	-2.0	0.3	37	0	?
CCOc1ccc(/C=C/C(=O)OCC(=O)Nc2cccc(S(=O)(=O)N3CCCC3)c2)cc1	-6	-40	-2	.	0.0	-13	3	24
C[C@H](CO)N1C[C@H](C)[C@H](CN(C)C(=O)Nc2ccc(F)cc2)Oc2ncc(C#CC3CC3)cc2C1=O	-1	28	-2	-0.2	-1.0	4	-4	-27
O=C(CNC(=S)NC(=O)c1ccc(F)cc1)c1ccccc1	4	-1	.	1.1	-0.1	-8	-3	.
COC(=O)CC1C(=O)NCCN1C(=O)c1ccc(S(=O)(=O)N2CCOCC2)cc1 (configuration not stated)	-4	-4	-3	-0.3	0.0	-40	-2	.
CCOC(=O)c1ccc(-n2c(CN3CCC(O)CC3)nc3ccc([N+](=O)[O-])cc3c2=O)cc1	-1	-21	.	-0.5	-0.2	-6	1	4
COc1ccc(/C=N/NC(=O)c2ccc(N(C)S(=O)(=O)c3ccccc3)cc2)c(OC)c1	0	-16	-7	0.0	0.2	15	3	-4
COc1cccc(CNc2ccc(C(=O)O)cc2)c1OCc1ccccc1	0	-6	.	1.9	0.0	-2	9	.
COc1ccccc1NS(=O)(=O)c1cccc(C(=O)NCC2(N3CCCCC3)CCCCC2)c1	-5	-16	3	.	0.2	6	-1	-8
CCn1cc(C(=O)NCCc2ccccc2)c(=O)c2cc(S(=O)(=O)N3CCCC3)ccc21	-3	-22	2	.	0.0	0	2	-4
O=C(Nc1ccc(Cl)cc1)c1ccc2c(c1)S(=O)(=O)c1ccccc1C2=O	.	-8	-17	0.1	-0.1	0	3	6
COc1cccc2nc3cc(C)c(C)cc3nc12	1	-2	11	0.0	0.0	-10	3	-8
Cc1ccc(S(=O)(=O)N(C)C[C@@H]2Oc3ccc(NC(=O)CCC(F)(F)F)cc3C(=O)N([C@H](C)CO)C[C@H]2C)cc1	6	7	-1	-0.1	0.0	17	-1	-6
CC(C)CC#Cc1cnc2c(c1)C(=O)N([C@H](C)CO)C[C@@H](C)[C@@H](CN(C)Cc1cncnc1)O2	2	11	14	-0.3	-0.3	16	-2	2
COc1cccc(C2=NN(C(=O)c3ccco3)C(O)(C(F)(F)F)C2)c1 (configuration not stated)	0	-12	0	-0.5	0.0	2	2	-4
CC(C)OCCCNC(=O)C1CC(=O)N(CCc2ccccc2)C1 (configuration not stated)	-1	-14	-4	0.0	0.3	1	2	-3
CN(Cc1ccccc1)/C(=N/O)c1cccc(Cl)c1	-2	-11	-10	-0.1	0.3	-5	5	0
COc1ccc(CN(C)C[C@@H]2Oc3c(NC(=O)Nc4ccc5c(c4)OCO5)cccc3C(=O)N([C@H](C)CO)C[C@H]2C)cc1	-3	26	-1	16	-0.7	7	-1	16
O=C(CNC(=O)c1ccc(Br)o1)NC1CCCCC1	-4	-3	7	-0.3	-0.1	-3	4	.
COCCN1C(=O)/C(=C2/C(=O)N(CC(=O)Nc3ccccc3Cl)c3ccccc32)SC1=S	1	0	5	-3.1	0.8	6	7	1
CS(=O)(=O)NCCNc1cc(Cl)ccc1[N+](=O)[O-]	5	-62	1	95*	0.0	10	7	-2
CC(C)CN(CCNC(=O)CN1C(=O)COc2ccc(S(=O)(=O)N3CCC(C)CC3)cc21)CC(C)C	-6	-4	-11	.	0.0	6	.	3

2 records drawn at random from those above, as already listed:
SMILES	ERAP1 inh	RAD52 inh	RAD54 inh	E-selectin induc	XiGFP reactiv	S100A4 inh HTS	ERp5 inh	esBAF inh
CCCOc1ccc(/C=N/NC(=O)CN2CCCCC2)cc1	-1	-5	4	0.2	0.2	2	1	-4
COc1ccc(/C=N/NC(=O)c2ccc(N(C)S(=O)(=O)c3ccccc3)cc2)c(OC)c1	0	-16	-7	0.0	0.2	15	3	-4

(more compounds)
SMILES	ERAP1 inh	RAD52 inh	RAD54 inh	E-selectin induc	XiGFP reactiv	S100A4 inh HTS	ERp5 inh	esBAF inh
CC(C)[C@H](NC(=O)N1CCn2c1nc1ccccc12)C(=O)N[C@@H](C(=O)O)c1ccccc1	21	-17	-4	.	.	-2	2	-9
Oc1ccc(N=Nc2ccc3c(c2)OCCO3)c2ncccc12	0	1	0	0.1	6.2	19	-2	-44
Cc1cc(C(=O)Nc2ccc3c(c2)C(=O)N(C)[C@@H]2CC[C@H](CC(=O)N[C@@H](C)c4ccccc4)O[C@@H]2CO3)no1	-1	-20	0	0.1	0.2	-4	-2	2
C=CCN(c1ccccc1)S(=O)(=O)c1cccc(C(=O)NCC(c2ccc(OC)cc2)N2CCCCC2)c1 (configuration not stated)	-6	-2	0	-2.0	-0.1	0	-2	-4
Cc1cccc(NC(=O)CSc2nnc(CN3CCOCC3)n2C)c1C	2	-6	.	.	0.3	2	3	.
Cc1ccc(C(=O)NCCCNC(=O)c2ccc(C)nc2)cc1	-7	-8	9	.	0.0	-16	2	-11
CCN(CC)CCCn1c2c(c(SCC(=O)Nc3nc4ccccc4s3)nc1=O)CCC2	2	-6	-9	0.2	0.2	-4	3	0
CC1(C)C2CCC1(CS(=O)(=O)NC1CCCC1)C(=O)C2 (configuration not stated)	-3	-12	-2	0.1	0.5	-3	2	-12
COc1ccc(Nc2c(-c3ccco3)nc3cccc(C)n23)cc1	1	-15	-8	0.7	-0.2	6	7	-5
CC(=O)Nc1ccc(C(=O)Nc2nc(-c3ccccn3)cs2)cc1	-1	-16	.	.	0.0	-13	9	.
Cc1ccc(C2(C)NC(=O)N(CC(=O)N3c4ccccc4NC(=O)CC3C)C2=O)cc1 (configuration not stated)	1	-14	14	.	0.0	-3	-3	8
C=C(C)C1CC=C(C)/C(=N/NC(=O)C2CC2c2ccccc2)C1 (configuration not stated)	0	-5	.	.	0.0	7	-4	.
CCOC(=O)[C@H]1[C@H]2COc3cc(OC)ccc3[C@@H]2N2C(=O)c3cc(C)ccc3NC(=O)[C@@]12C	-1	-3	-7	-0.1	-0.1	-2	2	-5
Cn1c(=S)n(C)c2ccccc21	-1	-2	-4	.	0.0	1	4	2
COc1ccc2c(c1)c(=O)oc1cc(OC(C(=O)O)c3ccccc3)ccc12 (configuration not stated)	9	9	-13	0.1	0.0	-3	-3	-5
C=CCc1cccc(/C=N/NC(=O)C(C)Nc2cccc(C)c2)c1O (configuration not stated)	11	-11	.	-0.9	0.0	-2	3	.
COc1ccccc1NC(=O)c1c(Br)cnn1C	-3	-13	.	2.4	0.0	3	2	.
C[C@H](CO)N1C[C@H](C)[C@@H](CN(C)C(=O)CCCN(C)C)OCCCC[C@H](C)Oc2ccc(N(C)C)cc2C1=O	-4	3	3	1.7	0.0	-18	3	-1
C[C@@H]1CN([C@H](C)CO)C(=O)c2cc(NC(=O)Cc3cn(C)c4ccccc34)ccc2O[C@@H]1CN(C)Cc1ccncc1	2	-5	-1	-7.7	0.1	3	1	2
CCC(=O)Nc1ccc2c(c1)C(=O)N(C)[C@@H]1CC[C@H](CC(=O)NCCc3ccccc3)O[C@H]1CO2	-2	6	-15	0.1	-0.1	-2	-3	6
COc1ccccc1NC(=O)C(C)N(C)Cc1ccc(Cl)s1 (configuration not stated)	0	-20	-8	.	0.1	-11	3	-5
COc1cccc(/C=C/C(=O)c2ccc(NC3=NCCCS3)cc2)c1	12	32	.	.	-0.1	13	10	.
CC(OC(=O)c1ccc(NC(=O)CC#N)cc1)C(=O)NC(c1ccccc1)c1ccccc1 (configuration not stated)	-1	-112	-6	-0.4	0.0	-7	6	9
CCN(CC)C(=O)COc1ccc2c(c1)C(=O)CC(C)(C)O2	0	-22	-5	0.0	-0.3	-4	?	7
Cc1ccc(C(=O)CCC(=O)NNC(=O)c2ccccc2O)cc1	-3	-23	-12	.	0.2	1	14	3
CN(C)Cc1cn(CC[C@@H]2CC[C@H](N)[C@@H](CO)O2)nn1	1	-9	-26	-0.2	0.0	6	1	-3
N#Cc1c(-n2cccc2C=O)sc2c1CCCC2	2	4	.	-0.7	0.0	-5	0	.
CC(=O)N1CCN(C(=O)c2cccc(S(=O)(=O)Nc3c(C)n(C)n(-c4ccccc4)c3=O)c2)CC1	-2	-12	.	.	0.0	-5	3	-9
O=C(C[C@H]1C=C[C@@H](NC(=O)C2CCOCC2)[C@@H](CO)O1)Nc1nccs1	-8	6	.	-0.6	0.0	0	-4	.
COc1ccc(NC(=O)CN(C)CC(=O)Nc2ccc3c(c2)CCC3)cc1	1	-8	.	.	0.0	-2	-1	.
O=C(CCc1nnc(CCc2c[nH]c3ccccc23)o1)NC1CCC1	0	1	-1	-0.1	-0.1	5	0	66*
Fc1ccccc1CNCCC(Cc1ccccc1)c1ccc2c(c1)OCO2 (configuration not stated)	0	20	3	-2.4	-0.1	-8	5	-2
Cc1cc(C)cc(C(=O)NC(CC(N)=O)c2ccc(NC3CCCCCCCCCCC3)c([N+](=O)[O-])c2)c1 (configuration not stated)	.	-21	4	0.4	0.1	-4	5	3
O=C(CSc1ncnc2scc(-c3ccccc3)c12)NCc1ccc2c(c1)OCO2	-5	-28	.	.	0.5	-11	-1	.
CCCc1c(C)nc(N2CCN(c3ccc(F)cc3)CC2)[nH]c1=O	1	-3	-6	.	0.0	3	1	4
O=C(Nc1ccc2c(c1)OCO2)N[C@H]1CC[C@@H](CCNC(=O)C2CCCCC2)O[C@H]1CO	1	13	-8	-1.6	0.2	-2	-2	7
C[C@H](CO)N1C[C@H](C)[C@H](CN(C)C(=O)Nc2ccccc2)OCCCC[C@H](C)Oc2ccc(NS(=O)(=O)c3ccc(F)cc3)cc2C1=O	.	.	-14	0.6	0.3	.	.	6
OC[C@H]1[C@H](c2ccc(C#Cc3cccnc3)cc2)[C@@H]2CN(Cc3ccccc3F)CCCCN12	-3	31	4	-0.2	0.1	10	1	-6
COc1ccccc1S(=O)(=O)N[C@H]1CC[C@H](CC(=O)NCc2cc(F)cc(F)c2)O[C@@H]1CO	0	7	.	0.2	-0.2	1	1	.
C[C@@H]1CN([C@@H](C)CO)C(=O)c2cccc(NC(=O)NC3CCCCC3)c2O[C@@H]1CN(C)C(=O)NC1CCCCC1	0	19	5	0.4	0.1	4	2	8
